Source: PubChem (National Center for Advancing Translational Sciences (NCATS))
KCNH2 3.1 inh = inhibitors of human KCNH2 3.1 potassium channel isoform; U2OS KCNH2 3.1, thallium flux FluxOr; hits give low values; activity change, % (tested at about 1.8 µM); actives 0.95% (n = 340,000); AID 720553;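 active means maximum activity change below -70%; inconclusive means maximum activity change from -70% to -50%; inactive means maximum activity change above -50%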;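 further: thallium influx rate constant from kinetic fluorescence after stimulation buffer; on the % scale 0 is the no-effect control and ±100 the full control effect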
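Channel expression came from 3.1 mutant virus (1.77 x 10^8 /mL) applied to suspended U2OS cells for 4 h. Flux was tracked with FluxOr dye plus Red40 quencher, and kinetic rate constants normalized to controls.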
ELG1 repair inh = ELG1-dependent DNA repair inhibition; HEK293T ELG1-luciferase reporter, luminescence, 16 h; DNA damage induced by 5-fluorouridine; Potency, µM (titrated, usually from 46.1 µM), for inactives: at the highest dose activity change, negative = inhibition, usual class: inhibitors; actives 2.3% (n = 330,000); AID 504467; further: potency means the concentration at half of the fitted maximal effect; on the % scale 0 is the no-effect control and ±100 the full control effect; nearly all actives have a fitted effect of over 55% in size
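Cells (2,000 per well) received 5-fluorouridine plus test compound or DMSO and were incubated 16 hr at 37 °C, 5% CO2. Luciferase activity was read by luminescence 30 min after ONE-Glo addition; signal suppression marked inhibition of damage-induced ELG1 function.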
Mito fusion act = blocks mitochondrial division or promotes mitochondrial fusion. S. cerevisiae fusion-defective mutant growth rescue, CellTiterGlo 48 h. Potency, µM (doses to about 46.1 µM), for the others: top-dose growth rescue (activation), hits mostly activators. actives 0.23% (n = 320,000). AID 485298;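 further: potency means the concentration at half of the fitted maximal effect; % of control where 0% means no effect; nearly all actives have a fitted effect of over 45% in size; temperature-sensitive fusion mutants such as fzo1-1 at 37 °C on non-fermentable ethanol glycerol medium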
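Growth-rescue viability read-out: after 48 h at the non-permissive 37C in glycerol/ethanol YPEG, yeast mitochondrial fusion mutants are measured by CellTiterGlo luminescence; compounds (23 nl pinned per well) restoring growth score as division inhibitors or fusion activators.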
Menin-MLL TR inh = displaces Texas Red mutant MLL peptide from human menin; Menin + Texas Red MLL mutant peptide, fluorescence polarization; Potency, µM (top dose mostly 61.6 µM), without a hit: at the top dose FP activity change, negative = inhibition, usual class: inhibitors; AID 1768; actives 0.23% (n = 270,000); active means well fitted inhibition curve with a large enough effect in the polarisation, with a control signal flat, not every such curve was filed as active; inconclusive means small, poorly fitted or top-dose-only effect, or effect the other way, or a change in a side signal; inactive means no such curve, though single readings can be large or run the other way; the % refers to the polarisation; further: potency means the concentration at half of the fitted maximal effect; % of control where 0% means no effect; many of its hits are not listed in these tables
MBNL1-CUG inh = MBNL1-poly(CUG) RNA binding inhibition; Q9NR56; TR-FRET MBNL1-His/biotin-(CUG)12 binding, 665/545 ratio; Potency, µM (top dose mostly 57.5 µM), without a hit: at the top dose activity change, negative = inhibition, usual class: inhibitors; actives 0.036% (n = 280,000); active means well fitted inhibition curve with a large enough effect in the signal ratio, with a control signal flat, not every such curve was filed as active; inconclusive means small, poorly fitted or top-dose-only effect, or effect the other way, or a change in a side signal; inactive means no such curve, though single readings can be large or run the other way; the % refers to the signal ratio; further: potency means the concentration at half of the fitted maximal effect; on the % scale 0 is the no-effect control and ±100 the full control effect
Target sequence (Q9NR56 whole entry, looked up): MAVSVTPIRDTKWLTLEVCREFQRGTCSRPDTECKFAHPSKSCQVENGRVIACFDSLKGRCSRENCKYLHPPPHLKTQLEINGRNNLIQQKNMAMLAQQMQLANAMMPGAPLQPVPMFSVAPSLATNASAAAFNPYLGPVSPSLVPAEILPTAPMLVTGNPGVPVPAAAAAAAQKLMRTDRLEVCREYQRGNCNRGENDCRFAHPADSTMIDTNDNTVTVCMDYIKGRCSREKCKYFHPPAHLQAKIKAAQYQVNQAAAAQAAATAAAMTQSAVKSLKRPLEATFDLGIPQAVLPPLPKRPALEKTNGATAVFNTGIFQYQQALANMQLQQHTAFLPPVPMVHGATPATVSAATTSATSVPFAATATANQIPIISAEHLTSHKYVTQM
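MBNL1-His + Biotin-(CUG)12, cpd titration 92 nM–58 uM; Tb anti-His Ab 0.055 ng/ul, SA-XL665 5 nM (final); 60 min RT; ratiometric 665/545 nm, Ex 340 nm; normalized to buffer and full-complex controls.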
Gal4-VP16 FLuc = inhibits Gal4-VP16 luciferase reporter, ROR gamma counter-screen. Potency, µM (doses to about 53.6 µM), without a hit: at the top dose activity, negative = inhibition, hits mostly inhibitors. Drosophila S2 Gal4-VP16 UAS-luciferase, luminescence, 20 h. actives 3.5% (n = 310,000). AID 2546;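 further: Gal4-VP16 expression switched on by copper sulfate through the metallothionein promoter; potency means the concentration at half of the fitted maximal effect; on the % scale 0 is the no-effect control and ±100 the full control effect; nearly all actives have a fitted effect of over 50% in size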
NPC1 promoter act = activates the NPC1 promoter; Huh7 NPC1 promoter luciferase reporter, 24 h; Potency, µM (titrated, usually from 9.22 µM), for inactives: at the top dose activation, usual class: activators; actives 2.4% (n = 320,000);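 further: potency means the concentration at half of the fitted maximal effect; % of control where 0% means no effect; nearly all actives have a fitted effect of over 60% in size; reporter is driven by a mutant NPC1 promoter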
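Stable NPC1-promoter luciferase Huh7 line; cpd (DMSO) 24 h, 37 °C, 5% CO2; Amplite luciferase reagent 10 min RT; luminescence readout. qHTS format.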
FLuc counter = counter-screen for miR-21 project: firefly luciferase inhibitors or activators. P08659. actives 6.9% (n = 360,000). Potency, µM (highest dose often 57.5 µM), without a hit: at the highest dose activity change, negative = inhibition, actives largely listed as inhibitors. purified FLuc, Km substrates, luminescence inhibition;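 further: potency means the concentration at half of the fitted maximal effect; plate controls were vehicle for no effect and reference inhibitor for full effect; nearly all actives have a fitted effect of over 55% in size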
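Purified P. pyralis luciferase (10nM final) with 10uM D-luciferin and 10uM ATP (Km levels) in 50mM Tris acetate pH 7.5, 10mM Mg acetate, 0.01% Tween-20, 0.05% BSA; qHTS 6-point titration, ~60 µM downward; luminescence read.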
PKM2 act = activators of human pyruvate kinase M2 | P14618 | purified PKM2, Kinase-Glo ATP luminescence, activation; response scale: 0% is enzyme alone, no compound | Potency, µM (top dose mostly 57.5 µM), without a hit: at the highest dose activation, hits mostly activators | actives 0.34% (n = 260,000); further: potency means the concentration at half of the fitted maximal effect; on the % scale 0 is the no-effect control and ±100 the full control effect; nearly all actives have a fitted effect of over 55% in size
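Purified hPK-M2 (>95% pure) converted ADP (0.1 mM final) to ATP with 0.5 mM PEP in 50 mM imidazole pH7.2, KCl, MgCl2, Tween 20, BSA; 1 h at room temperature. ATP detected by Kinase-Glo luminescence.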
Rab9 prom act = activates the Rab9 promoter. Huh7 Rab9 promoter-luciferase reporter, luminescence, 24 h. Potency, µM (series often up to 9.22 µM), without a hit: at the highest dose activation, negative = inhibition, hits mostly activators. actives 2.8% (n = 320,000); further: potency means the concentration at half of the fitted maximal effect; % of control where 0% means no effect; nearly all actives have a fitted effect of over 60% in size
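Using Huh7 cells stably transfected with Rab9 promoter–luciferase, compounds were incubated 24 h at 37 °C, 5% CO2; luciferase luminescence was read 10 min after reagent addition.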
RORg inh = ROR gamma (mouse) transcription inhibition. P51450. Drosophila S2 Gal4-RORgamma UAS-luciferase reporter, 20 h. Potency, µM (doses to about 53.6 µM), for the others: top-dose activity change, negative = inhibition, most hits filed as inhibitors. actives 5.4% (n = 310,000); further: potency means the concentration at half of the fitted maximal effect; on the % scale 0 is the no-effect control and ±100 the full control effect; nearly all actives have a fitted effect of over 60% in size
Target sequence (P51450 whole entry, looked up, the tested form may be a part): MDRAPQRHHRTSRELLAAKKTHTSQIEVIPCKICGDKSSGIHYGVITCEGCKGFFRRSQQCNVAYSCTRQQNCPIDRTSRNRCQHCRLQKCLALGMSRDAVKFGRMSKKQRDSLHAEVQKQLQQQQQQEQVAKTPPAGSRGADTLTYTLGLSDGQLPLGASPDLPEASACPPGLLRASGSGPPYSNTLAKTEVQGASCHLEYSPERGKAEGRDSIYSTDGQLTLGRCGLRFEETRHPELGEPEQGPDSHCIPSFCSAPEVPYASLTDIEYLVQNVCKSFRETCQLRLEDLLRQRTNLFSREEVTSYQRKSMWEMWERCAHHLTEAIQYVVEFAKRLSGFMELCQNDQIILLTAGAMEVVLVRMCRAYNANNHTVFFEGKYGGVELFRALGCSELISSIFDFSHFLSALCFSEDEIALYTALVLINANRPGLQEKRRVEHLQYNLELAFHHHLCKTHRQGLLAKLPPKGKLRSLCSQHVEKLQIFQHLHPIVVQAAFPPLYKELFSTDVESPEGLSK
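Luciferase reporter read in Schneider cells carrying Gal4-RORγ (mouse) and UAS-Photinus luciferase; cells given compound 1 h before 700 uM copper sulfate induction, then incubated 20 h at ambient temperature.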
* marks the source's active call; other numbers are inactive results; & = joins results of further samples. Unless noted, the call rests on the fitted dose curve; in most records, active means well fitted curve in the direction sought with a large enough effect; inconclusive means small, poorly fitted or top-dose-only effect, or another doubt; inactive means no such curve, though single readings can be large; an effect the other way counts as inactive or inconclusive. These rows are one share of the data; count on the stated rates, not on these rows.

For C=CCn1c(C)cc(C)c(C#N)c1=O the results were KCNH2 3.1 inh 3, ELG1 repair inh 11%, Mito fusion act -1%, Menin-MLL TR inh inconclusive, MBNL1-CUG inh 2%, Gal4-VP16 FLuc -6%, NPC1 promoter act -2%, FLuc counter -1%, PKM2 act -3%, Rab9 prom act 1% and RORg inh 32%.
For N#Cc1c(-c2ccco2)ccn(Cc2ccc(F)cc2)c1=O the results were KCNH2 3.1 inh 4, ELG1 repair inh 1%, Mito fusion act 0%, Menin-MLL TR inh -1%, MBNL1-CUG inh inconclusive, Gal4-VP16 FLuc -12%, NPC1 promoter act -4%, FLuc counter -8%, PKM2 act 15%, Rab9 prom act -5% and RORg inh 15%.
CCOC(=O)COc1cc(-n2c(=S)[nH]c3ccccc3c2=O)c(Cl)cc1Cl was read as KCNH2 3.1 inh -18, ELG1 repair inh 0%, Mito fusion act 0%, Menin-MLL TR inh -21%, MBNL1-CUG inh -8%, Gal4-VP16 FLuc inconclusive, NPC1 promoter act -1%, FLuc counter -18%, PKM2 act 2%, Rab9 prom act 3% and RORg inh inconclusive.
Cc1nc2cc(N3CCCCC3)c(NC(=O)c3ccncc3)cc2c(=O)n1Cc1ccccc1 was read as KCNH2 3.1 inh 5, ELG1 repair inh -13%, Mito fusion act 4%, Menin-MLL TR inh -17%, MBNL1-CUG inh 0%, Gal4-VP16 FLuc 4%, NPC1 promoter act -1%, FLuc counter 3%, PKM2 act 0%, Rab9 prom act -7% and RORg inh 30%.
Screening Cn1c(N2CCN(C(=O)Nc3ccc(F)cc3)CC2)nc2ccccc21 returned KCNH2 3.1 inh -12, ELG1 repair inh inconclusive, Mito fusion act 4%, Menin-MLL TR inh 1%, MBNL1-CUG inh inconclusive, Gal4-VP16 FLuc -1%, NPC1 promoter act -4%, FLuc counter -2%, PKM2 act -16%, Rab9 prom act -3% and RORg inh -2%.
`COc1ccc(/C=C2\SC(=S)N(N3CCOCC3)C2=O)c(OC)c1` gave KCNH2 3.1 inh -17, ELG1 repair inh 10%, Mito fusion act 0%, MBNL1-CUG inh -4%, Gal4-VP16 FLuc -1%, NPC1 promoter act 3%, FLuc counter inconclusive, PKM2 act -12%, Rab9 prom act 0% and RORg inh 7%.
CN(C)C(=O)c1ccc(N/C=C(\C=O)c2nc3ccccc3o2)cc1 was read as KCNH2 3.1 inh -13, ELG1 repair inh 4%, Mito fusion act 1%, Menin-MLL TR inh -6%, MBNL1-CUG inh inconclusive, Gal4-VP16 FLuc 2%, NPC1 promoter act -1%, FLuc counter -11%, PKM2 act 2%, Rab9 prom act -4% and RORg inh inconclusive.
CC(C)Nc1nc(NC(C)C)nc(Oc2ccc(OCc3ccccc3)nn2)n1 was read as KCNH2 3.1 inh 5, ELG1 repair inh inconclusive, Mito fusion act -1%, Menin-MLL TR inh -6%, MBNL1-CUG inh 1%, Gal4-VP16 FLuc -7%, NPC1 promoter act 1%, FLuc counter 0%, PKM2 act -2%, Rab9 prom act -3% and RORg inh 3%.
For CCC(C)NC(=O)c1ccccc1NC(=O)C(C)N(c1ccccc1)S(C)(=O)=O (stereo unspecified) the results were KCNH2 3.1 inh -21, ELG1 repair inh -18%, Mito fusion act 1%, Menin-MLL TR inh -19%, MBNL1-CUG inh -3%, Gal4-VP16 FLuc 2%, NPC1 promoter act 4%, FLuc counter 2%, PKM2 act -16%, Rab9 prom act -5% and RORg inh -10%.
CC1CCC(C(C)C)C(OC(=O)Cn2c(-c3ccc(Br)cc3)[n+](C)c3ccccc32)C1 (stereo unspecified) was read as KCNH2 3.1 inh inconclusive, ELG1 repair inh 13µM*, Mito fusion act -6%&-4%, Menin-MLL TR inh inconclusive, MBNL1-CUG inh -2%&-10%, Gal4-VP16 FLuc inconclusive, NPC1 promoter act -21%&-9%, FLuc counter inconclusive, PKM2 act 7%&2%, Rab9 prom act -14%&-24% and RORg inh inconclusive.
`CC1(C)Cc2nc(Cl)c(C#N)cc2CO1` gave KCNH2 3.1 inh -5, ELG1 repair inh 2%, Mito fusion act 9%, Menin-MLL TR inh 26%, MBNL1-CUG inh 4%, Gal4-VP16 FLuc 4%, NPC1 promoter act -2%, FLuc counter -8%, PKM2 act 2%, Rab9 prom act -4% and RORg inh 12%.
For O=C(CN1CCN(Cc2ccccc2Cl)C1=O)NCc1ccco1 the results were KCNH2 3.1 inh -3, ELG1 repair inh -3%, Mito fusion act 0%, Menin-MLL TR inh -16%, MBNL1-CUG inh 0%, Gal4-VP16 FLuc -2%, NPC1 promoter act -4%, FLuc counter -2%, PKM2 act 0%, Rab9 prom act 2% and RORg inh 31%.
Screening CCCCN(CCCC)c1ncnc2nc[nH]c12 returned KCNH2 3.1 inh 5, ELG1 repair inh inconclusive, Mito fusion act inconclusive, Menin-MLL TR inh -4%, MBNL1-CUG inh -8%, Gal4-VP16 FLuc -16%, NPC1 promoter act -4%, FLuc counter 4%, PKM2 act 6%, Rab9 prom act -7% and RORg inh inconclusive.
CC(OC(=O)c1ccccc1O)C(=O)Nc1ccc(Cl)cn1 (stereo unspecified) was read as KCNH2 3.1 inh -4, ELG1 repair inh 16%, Mito fusion act 1%, Menin-MLL TR inh 0%, MBNL1-CUG inh 4%, Gal4-VP16 FLuc 7%, NPC1 promoter act 9%, FLuc counter 6%, PKM2 act 4%, Rab9 prom act -1% and RORg inh 19%.
For CCOC(=O)C1CCN(C(=O)COc2cc(C)c(Br)cc2C)CC1 the results were KCNH2 3.1 inh 1, ELG1 repair inh inconclusive, Mito fusion act 10%, Menin-MLL TR inh -13%, MBNL1-CUG inh -1%, Gal4-VP16 FLuc -3%, NPC1 promoter act 1%, FLuc counter -1%, PKM2 act -1%, Rab9 prom act 0% and RORg inh 11%.
For CCOc1ccc(NC(=O)c2sc3nc(N4CCOCC4)c4c(c3c2N)CC(C)(C)OC4)cc1 the results were KCNH2 3.1 inh 17, ELG1 repair inh inconclusive, Mito fusion act 1%, MBNL1-CUG inh 2%, Gal4-VP16 FLuc -3%, NPC1 promoter act -24%, FLuc counter 3%, Rab9 prom act 2% and RORg inh -19%.
Screening CC(=O)c1ccc(S(=O)(=O)N2CCN(C(=O)CSc3ccc(C)c(C)c3)CC2)cc1 returned KCNH2 3.1 inh 9, ELG1 repair inh inconclusive, Mito fusion act 12%, Menin-MLL TR inh -4%, MBNL1-CUG inh 2%, Gal4-VP16 FLuc 1%, NPC1 promoter act 0%, FLuc counter 2%, PKM2 act inconclusive, Rab9 prom act 2% and RORg inh inconclusive.
COc1cc2c(cc1OC)C(C(=O)N1CCCCC1)C(c1ccccc1F)N(C)C2=O (stereo unspecified) was read as KCNH2 3.1 inh -22, ELG1 repair inh -26%, Mito fusion act 1%, Menin-MLL TR inh 1%, MBNL1-CUG inh -4%, Gal4-VP16 FLuc 2%, NPC1 promoter act 0%, FLuc counter 1%, PKM2 act inconclusive, Rab9 prom act 13% and RORg inh -3%.
Screening CC1CCCC(NC(=O)c2ccc3snnc3c2)C1C (stereo unspecified) returned KCNH2 3.1 inh 14, ELG1 repair inh 21%, Mito fusion act 22%, Menin-MLL TR inh 4%, MBNL1-CUG inh 7%, Gal4-VP16 FLuc 14%, NPC1 promoter act 13%, FLuc counter 1%, Rab9 prom act 14% and RORg inh 18%.
`CCN(CC)c1ccc(CN(C(=O)c2ccco2)C2CCS(=O)(=O)C2)cc1` (stereo unspecified) gave KCNH2 3.1 inh 5, ELG1 repair inh -7%, Mito fusion act -4%, Menin-MLL TR inh -11%, MBNL1-CUG inh -4%, Gal4-VP16 FLuc 6%, NPC1 promoter act inconclusive, FLuc counter 3%, PKM2 act 1%, Rab9 prom act 0% and RORg inh 0%.
For Cc1cc(-n2cnnn2)cc(C)c1S(=O)(=O)N(C)c1ccccc1 the results were KCNH2 3.1 inh -12, ELG1 repair inh 0%, Mito fusion act 14%, Menin-MLL TR inh 21%, MBNL1-CUG inh -3%, Gal4-VP16 FLuc 14%, NPC1 promoter act -1%, FLuc counter 0%, PKM2 act 2%, Rab9 prom act 3% and RORg inh -25%.
`Cc1ccc(CC2C(=O)N(CC(=O)O)C(=O)C2C)cc1` (stereo unspecified) gave KCNH2 3.1 inh -4, ELG1 repair inh 6%, Mito fusion act 1%, Menin-MLL TR inh 17%, MBNL1-CUG inh 3%, Gal4-VP16 FLuc 2%, NPC1 promoter act -4%, FLuc counter 7%, PKM2 act -2%, Rab9 prom act 1% and RORg inh 1%.
For COC(=O)Cn1cnc2scc(-c3ccc(C)cc3)c2c1=O the results were KCNH2 3.1 inh 0, ELG1 repair inh -1%, Mito fusion act -9%, Menin-MLL TR inh -3%, MBNL1-CUG inh -7%, Gal4-VP16 FLuc -1%, NPC1 promoter act 2%, FLuc counter 4%, PKM2 act 0%, Rab9 prom act -3% and RORg inh 5%.
